GDH-TPI inh: inhibits GDH-TPI coupling enzymes, artifact for Mtb FBA screen; GDH-TPI coupled enzyme counterscreen, NADH absorbance; inhibition, % at 4.8 µM; actives 1.2% (n = 360,000); in the data active means inhibition above about 30%;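 further: 0% = DMSO wells and 100% = wells lacking the enzyme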
Y pestis TopoI: Y. pestis Topo-I inhibition via cleavage products | AID 504884 | actives 0.064% (n = 360,000) | Y. pestis Topo-I cleavage product accumulation, plate reader | activity, % at 10 µM; in the data active means activity above about 50%, passing the limit was not always enough; further: inactives centre near 2
BioA inh: inhibitors of Mycobacterium tuberculosis BioA enzyme. purified M. tuberculosis BioA enzyme, plate reader. inhibition, % at 9.99 µM. actives 0.096% (n = 360,000); in the data active means inhibition above about 40%
TcdB GH inh: blocks C. difficile toxin B glycohydrolase activity | P18177 | TcdB glycohydrolase enzymatic assay, plate reader | inhibition, % at 9.99 µM | actives 0.24% (n = 350,000) | AID 652162; in the data active means inhibition above about 10%
FadD28 binding: blocks FadD28 binding to the bisubstrate probe; fluorescence polarization; inhibition, % at 12.5 µM; actives 0.22% (n = 360,000); AID 588549; in the data active means inhibition above about 8.5%, passing the limit was not always enough
Vc quorum ag: quorum light induction in luxS cqsA deficient V. cholerae; V. cholerae BH1578 lux reporter, luminescence, 6 h; activation, % at 18.7 µM; actives 0.16% (n = 350,000); AID 588436; in the data active means activation mostly above about 9.7%, no sharp cut-off; further: not every result past the cut was called active; inactives centre near 0; reference of the scale not given here
UGM FP inh: blocks M. tuberculosis UGM enzyme; P9WIQ1; purified UGM, fluorescence polarization probe displacement; inhibition, % at 10 µM; actives 0.06% (n = 320,000); in the data active means inhibition above about 10%, passing the limit was not always enough
Target sequence (P9WIQ1 whole entry, looked up): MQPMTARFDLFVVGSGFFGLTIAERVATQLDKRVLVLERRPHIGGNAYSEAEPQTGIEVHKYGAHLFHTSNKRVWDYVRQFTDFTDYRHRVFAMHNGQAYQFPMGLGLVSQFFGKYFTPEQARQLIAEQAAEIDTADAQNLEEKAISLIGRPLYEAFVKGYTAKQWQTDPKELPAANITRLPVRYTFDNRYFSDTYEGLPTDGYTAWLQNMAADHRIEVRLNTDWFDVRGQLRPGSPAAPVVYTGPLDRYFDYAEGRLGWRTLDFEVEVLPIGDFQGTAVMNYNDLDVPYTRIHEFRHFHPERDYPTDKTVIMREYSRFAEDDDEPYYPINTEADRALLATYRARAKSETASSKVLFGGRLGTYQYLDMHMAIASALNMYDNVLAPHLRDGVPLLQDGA
FBA Mtb inh: inhibitors of M. tuberculosis fructose-bisphosphate aldolase. P9WQA3. purified M. tuberculosis FBA, fluorescence read-out. inhibition, % at 1 µM. actives 2.3% (n = 360,000); in the data active means inhibition above about 27%;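 further: 0% = vehicle and 100% = reference inhibitor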
Target sequence (P9WQA3 whole entry, looked up): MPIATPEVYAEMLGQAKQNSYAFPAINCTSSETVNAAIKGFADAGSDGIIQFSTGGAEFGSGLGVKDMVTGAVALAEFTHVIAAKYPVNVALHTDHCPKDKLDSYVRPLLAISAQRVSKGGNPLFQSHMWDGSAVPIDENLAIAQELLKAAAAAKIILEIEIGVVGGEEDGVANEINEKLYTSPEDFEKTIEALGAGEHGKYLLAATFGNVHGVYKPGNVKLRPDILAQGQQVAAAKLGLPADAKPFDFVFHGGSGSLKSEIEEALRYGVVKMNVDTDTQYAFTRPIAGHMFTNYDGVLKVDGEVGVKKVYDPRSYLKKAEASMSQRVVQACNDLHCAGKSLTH
PfHsp40 yeast: restores yeast growth despite PfHsp40 toxicity | S. cerevisiae expressing PfHsp40, growth rescue, ATP luminescence | growth rescue, % at 12.5 µM | actives 0.68% (n = 340,000) | AID 504582; in the data active means growth rescue above about 28%, passing the limit was not always enough;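 further: yeast W303a lacking pdr1 and pdr3 grown in galactose medium; growth measured after three days at 30 °C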
Active calls of the source: *; i = inactive; x = no result given; + = active, no number.

The first 4 entries, ahead of the listing:
Below each compound – BioA inh	UGM FP inh	FadD28 binding	FBA Mtb inh	GDH-TPI inh	PfHsp40 yeast	Vc quorum ag	TcdB GH inh	Y pestis TopoI
CCN(CC)CCNC(=O)c1c(O)c2ccccc2n(Cc2ccccc2)c1=O
  1.0	-2.9	-4.7	-3.1	2.3	0.0	-1.0	x	-10.4
COc1ccc(-n2nc([N+](=O)[O-])c(=NCc3ccco3)n2O)cc1
  x	-0.9	-1.3	0.0	4.8	1.4	0.4	0.6	-0.4
CS(=O)(=O)c1ccc(C(=O)N2CCN(C(=O)c3ccco3)CC2)cc1
  -0.3	x	0.7	-0.7	7.8	4.5	i	2.1	2.0
COCCCNC(=O)Cn1cc(C(=O)c2cccs2)c2ccccc21
  -0.2	-1.3	-5.8	-1.3	18.9	-0.3	0.6	x	-0.6

The listing, repeating the preview:
Below each compound – BioA inh	UGM FP inh	FadD28 binding	FBA Mtb inh	GDH-TPI inh	PfHsp40 yeast	Vc quorum ag	TcdB GH inh	Y pestis TopoI
CCN(CC)CCNC(=O)c1c(O)c2ccccc2n(Cc2ccccc2)c1=O
  1.0	-2.9	-4.7	-3.1	2.3	0.0	-1.0	x	-10.4
COc1ccc(-n2nc([N+](=O)[O-])c(=NCc3ccco3)n2O)cc1
  x	-0.9	-1.3	0.0	4.8	1.4	0.4	0.6	-0.4
CS(=O)(=O)c1ccc(C(=O)N2CCN(C(=O)c3ccco3)CC2)cc1
  -0.3	x	0.7	-0.7	7.8	4.5	i	2.1	2.0
COCCCNC(=O)Cn1cc(C(=O)c2cccs2)c2ccccc21
  -0.2	-1.3	-5.8	-1.3	18.9	-0.3	0.6	x	-0.6
O=C(Nc1ccc(F)cc1)c1ccc2c(=O)n(CC3CCCO3)c(=S)[nH]c2c1 (stereo unspecified)
  -4.8	0.0	0.1	3.6	-6.2	0.7	-0.2	1.0	-12.8
Cn1cnc(S(=O)(=O)N2CCN(C(c3ccccc3)c3ccccc3)CC2)c1
  0.5	1.4	-6.3	-2.7	14.0	-0.3	-0.1	0.2	20.4
COc1nc2ccccc2c(=O)n1-c1ccc(C)cc1
  x	1.5	-1.1	2.0	7.2	0.0	-0.4	x	-4.6
Cc1nc2cc(NS(=O)(=O)c3c(C)c(C)cc(C)c3C)ccc2s1
  -0.4	3.5	-1.5	1.0	2.6	-0.5	x	x	2.8
CS(=O)(=O)N(CC(=O)Nc1ccccc1C(=O)NCc1ccco1)c1ccccc1F
  x	-0.4	-2.5	2.3	1.2	-0.7	x	2.5	7.8
CN1CCC(=NNC(=O)CN(c2cccc([N+](=O)[O-])c2)S(=O)(=O)c2ccccc2)CC1
  -0.2	-2.1	-4.1	-0.7	-1.5	-0.2	-0.1	1.8	4.4
CC(=O)C1=C(C)N(CC2CC2)C(=O)N[C@H]1c1ccccc1
  6.7	0.7	-4.3	-1.2	10.3	-0.7	-0.3	7.4	12.1
Nc1cc(N)nc(SCc2ccccc2Cl)n1
  0.4	x	-4.4	-2.2	-3.6	x	-0.9	1.5	-0.2
CC1CCCCN1CC(=O)NC(=O)NCc1ccccc1 (stereo unspecified)
  -0.5	-0.1	-2.5	1.2	-1.1	-1.4	-1.0	x	1.6
Cc1ccc(Sc2ccc(/C=N/O)cc2[N+](=O)[O-])cc1
  x	-0.5	-1.3	-1.1	4.4	-1.8	20.0	x	-12.1
COc1ccc(C2CN=NC2C(=O)c2ccccc2)cc1 (stereo unspecified)
  -0.9	x	-1.5	0.9	7.4	15.6	-0.6	0.5	5.5

Additional entries:
Below each compound – BioA inh	UGM FP inh	FadD28 binding	FBA Mtb inh	GDH-TPI inh	PfHsp40 yeast	Vc quorum ag	TcdB GH inh	Y pestis TopoI
CCN(CC)c1ccc(/C=C(\C#N)C(N)=O)cc1
  x	x	0.8	-29.4	6.0	-0.5	i	2.1	0.2
CCC(=O)Nc1ccc(S(=O)(=O)Nc2ccc(Cl)nn2)cc1
  x	1.1	0.6	5.1	-6.0	0.0	-0.3	2.8	-1.6
COc1ccc(N(C(=O)c2cc3ccccc3oc2=O)C2C=CS(=O)(=O)C2)c(OC)c1 (stereo unspecified)
  x	-3.0	1.1	0.7	8.1	-0.6	-0.4	-0.5	6.0
O=C(Nc1cccnc1)c1cccc(S(=O)(=O)N2CCCC2)c1
  x	-1.1	-1.2	-1.0	4.3	-1.1	-0.4	1.0	-1.2
CN(c1ccccc1)S(=O)(=O)c1ccc(Cl)c(C(=O)NCC(c2ccco2)N2CCCC2)c1 (stereo unspecified)
  -2.0	-0.3	-2.1	0.2	11.8	-0.5	i	2.2	5.7
COc1ccc(/C=C/C(=O)c2ccc(O)cc2)cc1CN1CCOCC1
  x	2.4	-0.1	0.9	23.7	0.3	-0.1	x	-10.9
CN1CCN(C(=O)/C(=C/c2ccccc2)c2ccccc2)CC1
  0.1	-1.0	-3.7	1.6	-3.4	0.3	-0.2	x	-2.6
O=C(Nc1cccc(S(=O)(=O)N2CCCCCC2)c1)c1ccc2c(c1)OCO2
  x	0.0	0.8	3.1	2.2	0.4	-0.2	1.2	-0.8
C/C(=N\O)C(=O)NCc1ccncc1
  -1.3	1.5	-1.8	1.5	2.2	-0.4	i	x	-1.4
CSCCC(c1nnnn1-c1c(C)cccc1C)N1CCC2(CC1)C(=O)NCN2c1ccccc1 (stereo unspecified)
  -1.6	x	1.0	-1.0	x	x	x	2.1	x
O=C(CSc1ccccc1)Nc1cc(S(=O)(=O)N2CCOCC2)ccc1N1CCOCC1
  x	-0.5	-2.1	-9.8	-4.8	58.7*	-0.3	11.7*	13.6
O=C(O)C(CC1CCCCC1)N1CCS(=O)(=O)CC1 (stereo unspecified)
  x	1.5	-1.8	5.1	10.8	-1.1	-0.3	-0.2	12.2
COc1ccc(-c2nc(CS(=O)CC(=O)N3CCN(C)CC3)c(C)o2)cc1 (stereo unspecified)
  -0.8	-0.7	-0.2	3.1	5.7	0.3	i	0.4	3.4
COc1ccc(-c2nn(-c3ccccc3)cc2C(=O)NC2CCC(C)CC2)cc1 (stereo unspecified)
  1.2	0.5	-3.0	1.0	0.3	10.7	i	1.0	-6.2
COC(=O)CSc1ccc(S(=O)(=O)N2CCCCCC2)cc1[N+](=O)[O-]
  -0.5	1.1	-1.6	2.1	0.0	-1.1	-2.0	0.4	-12.8

More records.
Below each compound – BioA inh	UGM FP inh	FadD28 binding	FBA Mtb inh	GDH-TPI inh	PfHsp40 yeast	Vc quorum ag	TcdB GH inh	Y pestis TopoI
C/C(=N\N=C(/N)c1nonc1N)c1ccc2c(c1)OCO2
  -0.5	2.1	-2.6	-2.0	20.7	-0.1	-0.2	0.0	1.9
CCC1CCC(NC2CCCCNC2=O)CC1 (stereo unspecified)
  -0.1	0.9	-3.6	-4.7	-2.0	-0.5	5.2	x	3.9
COc1ccc(NC(=O)c2ccc(-n3cccn3)nc2)cc1
  -1.7	-1.7	-0.5	-0.6	13.6	0.5	i	x	4.9
Cc1cc(SCC(=O)NC(=O)c2cccn2C)nc2ccccc12
  2.5	-6.4	-0.7	-1.4	17.3	0.6	-0.4	1.6	1.3
O=C(O)c1ccccc1C(=O)OC1CCCC2CCCC21 (stereo unspecified)
  x	x	-4.4	-2.2	-3.5	-0.9	-1.2	0.4	6.9
CN1CCN(c2ccc(S(=O)(=O)N3CCCCC3)cc2NC(=O)CSCc2ccccc2)CC1
  -0.3	-3.8	-3.4	-0.5	-3.5	-1.1	-0.6	1.7	12.4
NC(=O)C1CCN(C(=O)CCSCc2ccc(Cl)c(Cl)c2)CC1
  -1.0	-6.4	-1.2	1.2	-5.7	0.4	i	0.7	9.9
O=C(O)c1ccc2c(c1)N(Cc1cccc(F)c1)C(=O)CS2
  -0.3	3.7	0.0	-1.4	6.6	0.2	-0.1	20.7*	2.7
COc1cc(NC(=O)c2sc3ncn(CC(=O)N4CCCCC4C)c(=O)c3c2C)cc(OC)c1OC (stereo unspecified)
  1.9	x	-0.6	-0.9	20.4	x	-0.8	0.7	22.8
O=C(Nc1ccc(Cl)cn1)c1ccc(-c2ccc(Cl)c(Cl)c2)o1
  x	-1.5	-1.9	0.5	0.6	0.3	i	x	-1.0
Cc1cccc(NC(=O)c2cc3n(n2)C(C(F)(F)F)CC(C2CC2)N3)c1C (stereo unspecified)
  -2.0	0.5	-2.7	-9.6	4.3	-1.5	i	x	-0.4
O=C(COc1ccc2ccc(=O)oc2c1)Nc1c(Cl)cccc1C(F)(F)F
  -0.2	-0.3	-3.1	7.9	1.4	-0.4	0.3	0.2	-1.7
O=C(Cc1ccc(Cl)cc1)NNC(=S)NC(=O)c1cccnc1
  x	2.2	-2.3	-1.9	-4.2	1.7	i	9.7	-0.4
CC(C)CCNC(=O)c1cccc(S(=O)(=O)N2CCc3ccccc32)c1
  -0.3	1.5	-3.5	-0.2	-1.2	-2.5	i	x	5.9
Cc1ccc(NC(=O)CSc2nccn2C)cc1S(=O)(=O)N1CCOCC1
  x	2.8	-0.2	3.0	-5.5	-2.3	0.3	x	-0.6

Next entries follow:
Below each compound – BioA inh	UGM FP inh	FadD28 binding	FBA Mtb inh	GDH-TPI inh	PfHsp40 yeast	Vc quorum ag	TcdB GH inh	Y pestis TopoI
CN(C1CCS(=O)(=O)C1)S(=O)(=O)c1ccccc1 (stereo unspecified)
  -3.8	-0.4	-2.5	-1.1	-3.8	0.0	-0.2	0.6	4.8
COC(=O)c1c(NC(=O)Cc2cccs2)sc(C(=O)N2CCCCC2)c1C
  7.4	3.6	-1.8	4.4	4.6	0.1	i	x	1.4
COc1cccc(N2CC(=O)N(NC(=O)CSc3nc(C)cc(C)c3C#N)CC2=O)c1
  1.1	3.3	0.5	6.6	7.5	-0.3	-0.6	x	4.3
CC(=O)OC1C2CCC1C([N+]1(C)CCCCC1)CC2 (stereo unspecified)
  x	-1.2	-0.9	-1.3	-1.3	-0.5	-0.3	0.8	-3.2
CCN(CC)c1ccc(NC(=O)CN2CCN(c3nc(C)cc(C)n3)CC2)cc1
  -1.3	0.4	-3.0	-0.1	0.0	0.9	i	x	20.9
Nc1c([N+](=O)[O-])cc(-c2cnc[nH]2)cc1[N+](=O)[O-]
  x	2.8	-1.3	2.6	5.3	-1.8	i	1.8	1.8
COc1ccc(NS(=O)(=O)c2cc(NC(=O)c3cnccn3)ccc2OC)cc1Br
  x	0.2	-8.9	0.2	-3.8	0.1	-0.2	1.0	6.3
CCOC(=O)c1ccc(Nc2cc3ccccc3c(=O)[nH]2)cc1
  1.0	-2.3	-2.2	4.4	16.5	-0.5	1.5	1.1	-1.9
COC(=O)c1ccc(N)c(CS(=O)(=O)c2ccc(Cl)cc2)c1
  0.4	0.9	-0.6	2.0	-2.8	-0.2	i	-1.1	3.9
O=C(O)[C@@H]1CCCN1S(=O)(=O)c1cccc(S(=O)(=O)N2CCC[C@H]2C(=O)O)c1
  -2.4	-0.4	-3.4	-0.3	-11.1	-0.5	0.0	1.4	0.4
CCCCC(=O)Nc1cccc(NC(=O)CC)c1
  -0.8	1.2	1.9	7.4	-5.5	0.7	-1.6	x	1.0
Cc1ccc(NC(=O)Cn2nc(C(F)(F)F)c3c2CCC3)cc1
  x	-2.5	-3.3	0.2	0.3	0.5	-0.4	2.1	-3.1
CC(C)N(CCNC(=O)c1ccc(CS(=O)(=O)c2c(Cl)cccc2Cl)o1)Cc1ccccc1
  x	-0.5	-3.4	-6.4	-10.9	0.4	-4.2	0.1	20.9
CCc1cc2c(=O)c(-c3cscn3)coc2c(CN(C)C)c1O
  0.3	-0.9	4.7	41.0*	20.4	1.3	i	x	-6.4
Cc1c(C)c2c(OCC(=O)N3CCC(C(=O)O)CC3)cc3c(c2oc1=O)CCC(C)(C)O3
  -0.6	-0.5	-4.0	+	36.3*	0.2	-0.6	x	-5.6

Additional results.
Below each compound – BioA inh	UGM FP inh	FadD28 binding	FBA Mtb inh	GDH-TPI inh	PfHsp40 yeast	Vc quorum ag	TcdB GH inh	Y pestis TopoI
COCCNc1nc(N)c([N+](=O)[O-])c(N2CCCCCC2)n1
  -3.4	-4.1	1.0	-1.0	20.6	0.9	i	0.8	-6.2
COc1cccc(Nc2nc3ccc(C(=O)c4ccccc4)cc3n3cnnc23)c1
  0.1	1.0	-3.0	1.7	3.9	-0.9	i	0.7	2.3
CC[C@H](NC(=O)CC[C@H]1O[C@@H](n2cnc3c(NC(=O)c4ccccc4)ncnc32)[C@H](O)[C@@H]1O)c1ccccc1
  2.8	x	-2.7	-0.5	x	x	x	0.9	x
CCc1cc(-c2[nH]ncc2-c2ccc([N+](=O)[O-])cc2)c(O)cc1OC
  0.3	-2.2	-5.3	-1.0	10.0	360.2*	i	x	-4.2

From PubChem BioAssay

Compounds as they come, and some 4.6% of all compounds hit somewhere here.
